Compound activity from PubChem BioAssay.
PriA SSB inh: inhibitors of Klebsiella pneumoniae PriA binding to SSB C-terminal tail, primary screen, biochemical, AlphaScreen | AlphaScreen SSBct-PriA binding, biotinylated peptide | actives 0.6% (n = 430,000) | inhibition, % at 33 µM | AID 1272365, 2023; in the data active = inhibition mostly above about 37%, no sharp cut-off; inactive = mostly below about 20%;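 also: plate controls were negative control peptide for no effect and reference peptide for full effect; strong numbers were not always called active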
Rv3671c inh: Rv3671c serine protease inhibitors, primary screen, biochemical, fluorescence polarization, M. tuberculosis H37Rv. inhibition, % at 5.96 µM. actives 0.048% (n = 320,000). AID 2606, 2010; in the data active = inhibition above about 38%;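 also: extracellular domain of Rv3671c used as enzyme; 0% = enzyme with DMSO and 100% = no enzyme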
Target sequence (P9WHR9 whole entry, looked up, the tested form may be a part): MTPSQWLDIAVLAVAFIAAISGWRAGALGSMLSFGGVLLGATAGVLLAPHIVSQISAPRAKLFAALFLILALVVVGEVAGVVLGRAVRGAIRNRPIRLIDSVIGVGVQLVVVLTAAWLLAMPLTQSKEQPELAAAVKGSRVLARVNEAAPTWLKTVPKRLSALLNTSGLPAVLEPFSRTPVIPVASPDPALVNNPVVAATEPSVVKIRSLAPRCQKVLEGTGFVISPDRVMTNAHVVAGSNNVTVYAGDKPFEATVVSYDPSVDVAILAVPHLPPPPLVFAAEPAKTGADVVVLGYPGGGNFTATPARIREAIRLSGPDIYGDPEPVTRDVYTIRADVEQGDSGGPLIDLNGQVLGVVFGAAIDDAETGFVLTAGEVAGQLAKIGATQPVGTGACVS
3CLpro inhibitor: SARS-CoV 3CLpro protease inhibitors, primary screen, biochemical, quenched FRET; Replicase polyprotein 1ab (Severe acute respiratory syndrome coronavirus), P0C6X7; inhibition, % at 6 µM; recombinant SARS-CoV 3CLpro, quenched FRET peptide cleavage; actives 0.14% (n = 290,000); AID 1706, 2009; in the data active = inhibition above about 12%
TcdB GH inh: TcdB glycohydrolase inhibitors, primary screen, biochemical, single point, plate reader. Toxin B (Clostridioides difficile), P18177. TcdB glycohydrolase enzymatic assay. inhibition, % at 9.99 µM. actives 0.24% (n = 350,000). AID 652162, 2013; in the data active = inhibition above about 10%
PrPC TRFRET: inhibitors of human cell surface prion protein PrPC, primary screen, cell-based, TR-FRET. Major prion protein (Homo sapiens), P04156. TR-FRET read-out. inhibition, % at 13.8 µM. actives 0.43% (n = 370,000). AID 720596, 2013; in the data active = inhibition above about 24%; also: 0% = median of the test wells and 100% = reference compound wells
VHR inh abs: VHR1 phosphatase inhibitors, primary screen, biochemical, absorbance, uHTS; actives 0.52% (n = 290,000); inhibition, % at 13.3 µM; recombinant VHR phosphatase, pNPP absorbance; AID 1654, 2009; Dual specificity protein phosphatase 3 (Homo sapiens), P51452; in the data active = inhibition above about 50%; also: some compounds called inactive have numbers as strong as hits
Target sequence (P51452 whole entry, looked up): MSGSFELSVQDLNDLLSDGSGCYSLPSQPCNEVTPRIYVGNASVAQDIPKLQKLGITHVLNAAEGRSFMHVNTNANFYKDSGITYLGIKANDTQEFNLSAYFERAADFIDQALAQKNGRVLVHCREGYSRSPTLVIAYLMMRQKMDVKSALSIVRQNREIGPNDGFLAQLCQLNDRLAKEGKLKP
Y pestis TopoI: Yersinia pestis topoisomerase I inhibitors, primary screen, biochemical, cleavage product accumulation, plate reader, single point. actives 0.064% (n = 360,000). AID 504884, 2011. DNA topoisomerase I (Yersinia pestis CO92). activity, % at 10 µM. Y. pestis Topo-I cleavage product accumulation; in the data active = activity above about 50%, passing the limit was not always enough; also: inactives centre near 2
CCHFV vOTU inh: CCHFV vOTU protease inhibitors, primary screen, biochemical, Pep-AMC substrate, fluorescence | Crimean-Congo hemorrhagic fever virus L polyprotein viral ovarian tumor (vOTU) protease … | inhibition, % at 11.5 µM | actives 0.55% (n = 370,000) | AID 651958, 2012; in the data active = inhibition above about 30%; also: 0% = vehicle wells with enzyme and 100% = no enzyme wells
MazEF act: activators of E. coli MazEF toxin-antitoxin RNase, primary screen, biochemical, fluorescence, uHTS. Endoribonuclease toxin MazF (Escherichia coli (strain K12)), P0AE70. FAM/BHQ RNA-DNA oligo cleavage fluorescence, 5 h. activation, % at 20 µM. actives 0.32% (n = 350,000). AID 504720, 2011; in the data active = activation above about 50%
Target sequence (P0AE70 whole entry, looked up): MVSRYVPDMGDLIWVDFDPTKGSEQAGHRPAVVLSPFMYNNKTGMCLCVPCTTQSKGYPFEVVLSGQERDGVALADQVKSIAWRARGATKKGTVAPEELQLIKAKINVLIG
Vc quorum ag: inducers of Vibrio cholerae quorum light production without autoinducers, primary screen, BH1578 luxS cqsA deficient, single point; V. cholerae BH1578 lux reporter, luminescence, 6 h; activation, % at 18.7 µM; actives 0.16% (n = 350,000); in the data active = activation mostly above about 9.7%, no sharp cut-off; also: not every result past the cut was called active; inactives centre near 0; reference of the scale not given here
* = called active by the depositor; i = inactive; / = no result given; & = joins results of further samples.

SMILES	PriA SSB inh	Rv3671c inh	3CLpro inhibitor	TcdB GH inh	PrPC TRFRET	VHR inh abs	Y pestis TopoI	CCHFV vOTU inh	MazEF act	Vc quorum ag
Cn1c(SCC(=O)N2CCOCC2)nnc1-c1ccco1	4	2	-3	-1.3	1	2	4	4	-2	-0.1
O=C(c1cccc(S(=O)(=O)Nc2ccccc2Cl)c1)N1CCC1	-6	-5	/	0.6	-3	/	5	1	3	i
O=C(CS(=O)CC(=O)Nc1ccc(Cl)cc1)NCC1OCCc2ccccc21 (stereo unspecified)	-2	/	2	/	0	8	-6	-1	11	3.2
O=C1OC(c2ccccc2)=CC1=Cc1ccccc1O	/	/	/	0.9	-8	/	17	16	-3	-4.5
Cc1[nH]c2ccc(OC(F)(F)F)cc2c1CCNCc1cccc([N+](=O)[O-])c1	20	-1	-2	2.0	-3	-1	-36	29	15	-0.4
CNCC(C)COc1ccccc1OCc1ccccc1 (stereo unspecified)	-9	-2	2	0.0	1	0	2	-6	7	-0.3
CCN=C1SC(CC(=O)NCC)C(=O)N1CC (stereo unspecified)	-2	3	2	/	-1	34	1	9	6	i
C=CCN(CC=C)C(=O)C1CCN(Cc2ccc(OCc3ccccc3)cc2)CC1	-5	-9	-8	1.1	-4	19	34	13	5	-0.7
CC1CCCN(C(=O)COC(=O)c2cccc(NS(=O)(=O)c3ccccc3)c2)C1 (stereo unspecified)	-4	-4	/	1.1	-7	/	18	9	4	i
Cc1ccc(C(=O)N/C(=C\c2ccco2)C(=O)NCCc2c[nH]c3ccccc23)cc1	14	6	0	0.1	-9	5	-2	6	0	-0.2
COc1ccc(/C=N/Nc2nc(C)c([N+](=O)[O-])c(N(C)c3ccccc3)n2)cc1OC	/	-1	1	/	0	25	-10	3	-2	-0.2
CCC(=O)Nc1cccc(-c2nc3ccc(C)cc3o2)c1	-2	-4	-2	-4.8	12	12	5	-1	3	i
C[C@H]1CN([C@@H](C)CO)C(=O)CCCn2nncc2CO[C@@H]1CN(C)C(=O)Nc1ccnc(N2CCOCC2)c1	/	/	/	0.0&0.8	-7	/	3	-1	0	i
O=C1/C(=C/c2ccccc2Cl)SC(=S)N1CCCC(=O)N(CCO)c1ccccc1	4	-11	3	2.1	-9	-5	27	15	2	-0.1
O=C(CSc1nc2ccccc2[nH]1)Nc1ccccc1F	-3	-8	0	0.6	1	-2	5	5	-13	0.9
COc1ccccc1NS(=O)(=O)c1cc(-c2cnc(C3CC3)o2)ccc1C	-3	-4	6	-4.1	8	6	29	4	0	-4.6
Cc1cc(C(=O)NC2CCCN(Cc3ccc(Cl)cc3)C2)n(C)n1 (stereo unspecified)	-19	/	-1	-0.4	4	15	4	-6	-5	i
O=C(NCc1ccc(OC(F)(F)F)cc1)c1ccc2c(c1)S(=O)(=O)c1ccccc1C2=O	7	-10	/	-0.2	0	/	-2	12	-5	i
COc1ccc(-n2nnnc2-c2nc3ccccc3s2)cc1	-21	-10	0	/	-6	3	1	-9	-14	i
CCCCc1ccc(NC(=O)N2CCNC(=O)C2CC(=O)Nc2ccsc2C(=O)OC)cc1 (stereo unspecified)	2	-1	1	0.4	-3	10	5	9	20	i
CN1CCN(c2ccc(C(=O)c3ccc(Br)cc3)cc2[N+](=O)[O-])CC1	43*	-29	2	1.2	-14	11	6	18	-4	-5.6
CC(=O)Nc1ccc(OCC[n+]2cccc(C(N)=O)c2)cc1	-11	0	-1	0.1	9	20	12	-11	2	i
Fc1ccccc1Nc1nc2ccccc2o1	-10	-5	-1	2.1	7	13	-5	-11	5	0.9
Cc1cccc(NC(=O)CN2CCN(C(=O)C3CCCO3)CC2)c1C (stereo unspecified)	14	4	8	0.5	0	-23	3	-6	1	-1.6
CCOC(=O)c1ccc(NC(=O)CSc2ccc(-c3cccnc3)nn2)cc1	-1	-5	-1	0.0	-1	14	2	-15	9	i
SMILES	PriA SSB inh	Rv3671c inh	3CLpro inhibitor	TcdB GH inh	PrPC TRFRET	VHR inh abs	Y pestis TopoI	CCHFV vOTU inh	MazEF act	Vc quorum ag
O=C(NC1=C(Nc2ccc(Cl)cc2)C(=O)c2ccccc2C1=O)c1ccccc1	11	-21	1	0.2	5	11	-7	18	1	-0.4
Clc1cccc(CSc2nnc(-c3cccnc3)n2Cc2ccco2)c1	-3	-4	8	4.0	/	21	9	/	-2	0.9
CCN(CC)C(=O)n1c(Cc2ccccc2)nc2ccccc21	7&-10	-6	1	-0.9	3	9	2	-9	1	-0.4
COc1cc(/C=C/c2cc(C(F)(F)F)[nH]c(=O)n2)cc(OC)c1OC	-8	/	0	1.9	-16	-10	5	-9	2	-0.5
CCCCC(=O)NC(=S)Nc1ccc(Cl)c(C(=O)O)c1	8	0	1	-0.2	-2	19	4	-13	4	i
Cc1cccc(/C=N/n2c(COc3ccccc3)n[nH]c2=S)c1	/	/	3	0.6	-6	-29	19	5	3	-0.6
COCCNC(=O)c1cc(-c2ccccc2C)n(CC2CC(c3cccc([N+](=O)[O-])c3)=NO2)n1 (stereo unspecified)	-8	-1	/	-1.4	-17	/	24	-4	1	i
COc1cc(/C=C(\NC(C)=O)C(=O)Nc2ccccc2C)ccc1OC(C)=O	32	6	1	1.3	-3	-4	3	8	1	-0.2
O=C(CN1CCCCC1)Nc1cccc(Oc2ccccc2)c1	-7	0	6	/	-1	-10	0	12	2	-3.0
Cc1c(CCOC(=O)c2cccc([N+](=O)[O-])c2)sc[n+]1CC(=O)c1ccccc1	-7	-7	0	0.1	-3	30	0	6	4	-0.2
CCc1c(O)nc2ccccn2c1=O	-2	-14	-1	/	-3	2	4	1	2	i
C=CCc1ccc(OCC(O)COc2ccc(CC=C)cc2OC)c(OC)c1	-20	7	0	/	-4	-5	13	23	-7	i
COc1ccc(/C(C)=N/NC(=O)CNC(=O)/C=C\c2ccccc2OC)c(OC)c1	/	1	-1	2.0	-8	-6	14	-11	6	i
CCOC(=O)C1CCN(S(=O)(=O)c2ccc(Br)c(OCC)c2)CC1	-20	-6	-4	/	5	-15	27	13	-4	i
O=C(NCc1cc(C(F)(F)F)ccc1Cl)c1cccc2c1C(=O)c1ccc(N3CCOCC3)cc1S2(=O)=O	-41	-11	/	0.0	-2	/	6	-2	-204	i
Cc1c(S(=O)(=O)N2CCCC(C)C2)c(=O)n(C)c(=O)n1C (stereo unspecified)	-28&-1	1	/	0.5	-2	/	-6	-2	0	i
Cc1ccccc1-c1cc(C(=O)NCc2cccs2)n(CC2CC(c3cccnc3)=NO2)n1 (stereo unspecified)	-6	0	/	-3.4	-4	/	-4	-2	0	i
O=C(CSCC(=O)N1CCOCC1)Nc1ccccc1	-17	3	-4	/	7	6	3	8	-6	i
NC(=S)NN=C1c2ccccc2-c2cc(Br)ccc21	7	/	/	1.4	-4	/	24	3	-2	i
COc1ccc(/C=N/NC(=O)CNC(=O)c2ccncc2)cc1	/	4	3	0.9	2	0	2	-14	5	-0.2
O=C(N/C(=C\c1ccc([N+](=O)[O-])cc1)C(=O)N1CCOCC1)c1cccc(Br)c1	-14	-8	2	-0.1	-13	18	8	14	2	i
O=C(c1ccc(Cl)c(S(=O)(=O)NCc2cccnc2)c1)N1CCCC1	10	-7	/	0.2	0	/	-5	-7	-17	0.0
COc1ccc(CCCc2n[nH]c(=S)o2)cc1C	0	3	6	1.2	3	8	3	0	-1	-0.3
CCn1c(SCC(=O)Nc2nc3ccc(OC)cc3s2)nc2c1c(=O)n(C)c(=O)n2C	7	2	3	/	1	10	2	-7	-10	i
CCCCNC(=O)NNc1nc(Cl)cc(C)c1C#N	9	-11	0	0.2	4	15	2	-6	2	0.4
SMILES	PriA SSB inh	Rv3671c inh	3CLpro inhibitor	TcdB GH inh	PrPC TRFRET	VHR inh abs	Y pestis TopoI	CCHFV vOTU inh	MazEF act	Vc quorum ag
O=C(NC(NC(=S)Nc1ccccc1C(=O)O)C(Cl)(Cl)Cl)c1ccccc1 (stereo unspecified)	-6	-5	6	/	/	17	-10	/	-1	i
COc1cc(NC(=O)Cn2nc(Cc3cccnc3)c3ccccc3c2=O)cc(OC)c1OC	-9	0	2	-0.9	5	19	3	-4	0	-0.3
COc1ccccc1N(CC(=O)NCc1ccco1)C(=O)CCC(=O)Nc1ccccn1	-9	-1	3	-1.8	4	16	4	-20	1	-0.5
CN1CCN(C(=S)C(=O)NCc2ccccc2)CC1	5	4	-2	-0.5	-6	-2	5	-10	11	-1.6
CC1(C)Cn2c(nnc2-c2ccccc2)S1	-12	4	3	/	10	12	1	-9	9	-1.7
COc1cccc(NC(=O)C(C)OC(=O)c2n[nH]c3ccccc23)c1 (stereo unspecified)	-12	-16	/	0.8	-1	/	-6	5	4	i
CC(=O)OCC(=O)C1(O)CCC2C3CC(C)C4=CC(=O)C=CC4(C)C3C(O)CC21C (stereo unspecified)	/	/	/	1.4	11	/	4	2	/	-0.3
Cc1cccc(C)c1OC(=O)c1ccccc1	-6	/	/	0.6	0	/	-8	3	1	-0.8

An excerpt taken from the entries so far, for reference:
SMILES	PriA SSB inh	Rv3671c inh	3CLpro inhibitor	TcdB GH inh	PrPC TRFRET	VHR inh abs	Y pestis TopoI	CCHFV vOTU inh	MazEF act	Vc quorum ag
O=C(N/C(=C\c1ccc([N+](=O)[O-])cc1)C(=O)N1CCOCC1)c1cccc(Br)c1	-14	-8	2	-0.1	-13	18	8	14	2	i
O=C(c1ccc(Cl)c(S(=O)(=O)NCc2cccnc2)c1)N1CCCC1	10	-7	/	0.2	0	/	-5	-7	-17	0.0
COc1ccc(CCCc2n[nH]c(=S)o2)cc1C	0	3	6	1.2	3	8	3	0	-1	-0.3
CCn1c(SCC(=O)Nc2nc3ccc(OC)cc3s2)nc2c1c(=O)n(C)c(=O)n2C	7	2	3	/	1	10	2	-7	-10	i
CCCCNC(=O)NNc1nc(Cl)cc(C)c1C#N	9	-11	0	0.2	4	15	2	-6	2	0.4
O=C(NC(NC(=S)Nc1ccccc1C(=O)O)C(Cl)(Cl)Cl)c1ccccc1 (stereo unspecified)	-6	-5	6	/	/	17	-10	/	-1	i
COc1cc(NC(=O)Cn2nc(Cc3cccnc3)c3ccccc3c2=O)cc(OC)c1OC	-9	0	2	-0.9	5	19	3	-4	0	-0.3
COc1ccccc1N(CC(=O)NCc1ccco1)C(=O)CCC(=O)Nc1ccccn1	-9	-1	3	-1.8	4	16	4	-20	1	-0.5
CN1CCN(C(=S)C(=O)NCc2ccccc2)CC1	5	4	-2	-0.5	-6	-2	5	-10	11	-1.6
CC1(C)Cn2c(nnc2-c2ccccc2)S1	-12	4	3	/	10	12	1	-9	9	-1.7
COc1cccc(NC(=O)C(C)OC(=O)c2n[nH]c3ccccc23)c1 (stereo unspecified)	-12	-16	/	0.8	-1	/	-6	5	4	i
CC(=O)OCC(=O)C1(O)CCC2C3CC(C)C4=CC(=O)C=CC4(C)C3C(O)CC21C (stereo unspecified)	/	/	/	1.4	11	/	4	2	/	-0.3

Not all compounds are listed (hit frequency here may not be typical).
